# Assay outcomes as filed in PubChem BioAssay.
# TDP-43 yeast inh – rescues yeast growth from TDP-43 toxicity. hit rate 1.8% among 410,000. Potency, µM (top dose mostly 46.1 µM), inactives show at the highest dose growth rescue (activation), most hits filed as activators. TDP-43 expressing yeast growth rescue, BacTiter-Glo, 24 h. AID 652104; also: % of control where 0% means no effect; nearly all actives have a fitted effect of over 50% in size
#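 Yeast cells expressing TDP-43 under galactose induction are exposed to compounds for 24 hr at 30 deg C. BacTiter-Glo luminescence measures growth, so protective compounds score as activators.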
# GLP-1R inv ag – inverse agonists of human GLP-1 receptor; hit rate 1.6% among 410,000; Potency, µM (top dose mostly 38.3 µM), for inactives: top-dose activity change, negative = inhibition, hits mostly inhibitors; HEK293 GLP-1R CRE-luciferase, luminescence, 24 h; GLP-1R form is constitutively active; AID 624417; also: % is scaled to controls: 0 for no effect and ±100 for the full control effect; nearly all actives have a fitted effect of over 55% in size
#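 Inverse agonism was detected as reduced cAMP-driven luciferase luminescence after 24 h compound treatment. The cells were HEK293 clones expressing constitutively active human GLP-1R with the reporter. Reporter-only and GPR119 cell lines served as counterscreen controls.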
# HT1080 IDH1KD tx – kills HT-1080 cells with IDH1 knockdown | AID 686971 | hit rate 2% among 360,000 | HT-1080 IDH1 knockdown viability, ATP luminescence, 48 h | Potency, µM (titrated, usually from 46.1 µM), for the others: at the highest dose activity, negative = toxicity, actives largely listed as cytotoxic;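 also: 0% = DMSO wells and -100% = cell-free medium wells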
#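 % activity derives from luminescence (CellTiter-Glo), normalised to DMSO and no-cell wells. HT-1080-IDH1KD cells, 750/well, had 48 h compound exposure at 37 °C.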
# HT1080-NT tox – kills 2HG-producing HT-1080-NT fibrosarcoma cells | HT-1080-NT fibrosarcoma viability, CellTiter-Glo ATP luminescence, 48 h | Potency, µM (series often up to 46.1 µM), for the others: at the highest dose activity, negative = less viability, most hits filed as cytotoxic | hit rate 1.6% among 360,000 | AID 686970;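 also: NT is the 2HG producing partner of a matched IDH1 knockdown line; 0% = DMSO-treated cells and -100% = media-only wells without cells; nearly all actives have a fitted effect of over 55% in size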
#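 750 cells/well, RPMI + 5% FBS; 2 h settle, compound pin-transfer, 48 h at 37 degrees C. CellTiter-Glo 10 min RT, luminescence. Normalized to DMSO and media-only wells.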
# HEK293 tox – cytotoxicity counter-screen for GLP-1 receptor inverse agonists. Potency, µM (series often up to 38.3 µM), inactives show at the top dose activity change, negative = inhibition, most hits filed as inhibitors. hit rate 0.13% among 410,000. HEK293 cAMP-luciferase reporter cells, luminescence, 24 h. AID 624418;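 also: loss of luciferase light is scored as toxicity; % is scaled to controls: 0 for no effect and ±100 for the full control effect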
#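 Seeding density was 200 cells/uL; after overnight-length (12 h) culture, 23 nL compounds went on for 24 h at 37 °C. Readout used a luciferase detection reagent, luminescence taken after 12 min at room temperature.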
# GLP-1R agonist – agonists of human GLP-1 receptor. hit rate 0.007% among 380,000. P43220. Potency, µM (doses to about 45.6 µM), without a hit: top-dose activation, actives largely listed as activators. HEK293 GLP-1R CRE-luciferase, luminescence, 4-6 h; cells express a hypersensitive GLP-1R form; also: % of control where 0% means no effect
# KB-V1 MDR tox – kills drug-selected multidrug resistant KB-V1 cells; Potency, µM (highest dose often 46.1 µM), for the others: at the top dose activity change, negative = cytotoxicity, usual class: cytotoxic; KB-V1 MDR cells viability, CellTiter-Glo, 72 h; AID 1347076; hit rate 3.4% among 400,000; also: % is scaled to controls: 0 for no effect and ±100 for the full control effect; nearly all actives have a fitted effect of over 60% in size
#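 Cells of the MDR subline KB-V1 are plated, dosed with compound at multiple concentrations, and incubated 72 h at 37 degrees C; CellTiter-Glo is then added and luminescence read after 10 min.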
# SW480 rerep – induces DNA re-replication in SW480 colon adenocarcinoma cells; SW480 DNA re-replication, Hoechst DNA content imaging, 48 h; Potency, µM (highest dose often 46.1 µM), inactives show top-dose re-replication activation, most hits filed as activators; hit rate 1.8% among 340,000; AID 624297; also: % of control where 0% means no effect; nearly all actives have a fitted effect of over 55% in size
#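 SW480 cells exposed to compounds for 48 hr at 37 C, 5% CO2, then Hoechst-stained 40 min. Nuclear DNA content imaged by fluorescence scanning (405 nm excitation, 500-530 nm emission); re-replication scored as increased high-intensity nuclei.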
# KB-3-1 cytotox – KB-3-1 parental cell cytotoxicity. KB-3-1 viability, CellTiter-Glo ATP luminescence, 72 h. Potency, µM (titrated, usually from 46.1 µM), inactives show top-dose activity change, negative = cytotoxic, usual class: cytotoxic. hit rate 1.4% among 400,000. AID 1347075; also: % is scaled to controls: 0 for no effect and ±100 for the full control effect; nearly all actives have a fitted effect of over 60% in size
#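 KB-3-1 parental drug-naive adenocarcinoma cells in DMEM/10% FBS, incubated 72 h at 37 C with pin-transferred compounds across a concentration series. Viability by CellTiter-Glo luminescence; concentration-response curves fitted after normalization.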
# Numbers without * were called inactive; ? = inconclusive; · = no result given; & = joins results of further samples; [ ] = another dose, or the depositor's remark. Calls follow the shape of the dose curve; as a rule, active = well fitted curve in the direction sought with a large enough effect; inconclusive = small, poorly fitted or top-dose-only effect, or another doubt; inactive = no such curve, though single readings can be large; an effect the other way counts as inactive or inconclusive. Potency is read from the fitted curve at half-maximal effect.
Molecule	TDP-43 yeast inh	GLP-1R inv ag	HT1080 IDH1KD tx	HT1080-NT tox	HEK293 tox	GLP-1R agonist	KB-V1 MDR tox	SW480 rerep	KB-3-1 cytotox
COc1ccc(NC(=O)C/C(C)=N/NC(=O)C2CCCCC2)c([N+](=O)[O-])c1	22%	5%	9%	0%	2%	8%	-8%	-6%	3%
CN(NS(=O)(=O)c1ccc(F)cc1)c1ncc(C(F)(F)F)cc1Cl	-3%	-3%	10%	2%	26%	9%	28%	1%	15%
CCOc1cc(C(=O)Nc2ccc3c4c(cccc24)C(=O)N3CC)cc(OCC)c1OCC	-22%	5%	-25%	-29%	2%	9%	9.2µM*	-6%	-12%
CC(Oc1cccnc1[N+](=O)[O-])C(=O)Nc1ccc(F)cc1 (stereo not given)	?	21%	-9%	5%	-7%	-5%	8%	?	-6%
Cc1cccc(NC(=O)c2cc3c(=O)n(Cc4cccnc4)ccc3nc2C)c1	7%	8%	·	·	2%	·	5%	·	-1%
O=C(CN1CCCC1)Nc1c2c(cc3c1CCC3)CCC2	-7%	-16%	-7%	-3%	21%	-3%	?	-3%	17%
O=C(CSc1cccc2cccnc12)N1CCCC1	?	0.5µM*	1%	7.3µM*	0.71µM*	-44%[inhibitor]	-15%	?	7.3µM*
CCC1=NN=C(c2ccc(F)cc2)C(c2c[nH]c3ccccc23)N1O (stereo not given)	17%	?	-18%	-19%	-20%	11%	-4%	3%	19%
Cc1ccc(NC(=O)c2cc3c(=O)[nH]c4ccccc4c3n2C)cc1F	6%	10%	·	·	-2%	14%	?	·	23%
Cc1cc(C(=O)NCC2CCCO2)n(-c2ccccc2)n1 (stereo not given)	0%	6%	-9%	-12%	4%	-7%	4%	-4%	-4%
Cc1ccc(S(=O)(=O)NCC(=O)N/N=C/c2ccccc2O)cc1	-20%	?	?	?	-11%	3%	-18%	?	-7%
Cc1ccc(N2CC(C(=O)Nc3ccc(S(=O)(=O)Nc4nccs4)cc3)CC2=O)cc1 (stereo not given)	-5%	4%	-8%	12%	18%	8%	0%	-3%	0%
Cc1ccc(-c2cc3ccccc3nc2N2CCCC2)cc1	1%	?	1%	-15%	2%	-15%	2%	-4%	-17%
COc1ccc(NC(=O)CSc2nnc(-c3ccccc3F)n2C2CC2)cc1S(N)(=O)=O	6%	-13%[0.307 µM]	3%	14%	-1%[0.307 µM]	23%	-3%	-3%	1%
CC(C(=O)OCC(=O)Nc1ccc2c(c1)OCO2)N1C(=O)c2ccccc2C1=O (stereo not given)	16%	5%	10%	7%	-16%	-19%	6%	-2%	1%
CN(C)CC(O)CN1C(=O)N(CN2C(=O)N(CC(O)CN(C)C)C(=O)C2(C)C)C(C)(C)C1=O (stereo not given)	15%	12%	?	14%	13%	-2%	5%	-2%	9%
Cc1c(C(=O)NNC(=O)c2csc(N3CCOCC3)n2)oc2ccccc12	-13%	21%	-12%	-18%	-1%	-4%	17%	1%	-14%
Oc1ccccc1C(=S)N1CCCCC1	14%	2%	9%	8%	-11%	-11%	10%	-5%	17%
CCC(=O)N1CCc2cc(S(=O)(=O)NCCCN3CCN(Cc4ccccc4)CC3)ccc21	-3%	?	0%	-2%	-14%	12%	-20%	0%	-1%
O=C(O)Cn1cnc2sc3c(c2c1=O)CCCC3	14%[9.22 µM]	2%[7.66 µM]	11%	10%	12%[7.66 µM]	-1%	21%	-3%	4%
Cc1ccc2c(CC(=O)N3CCN(S(=O)(=O)c4ccc5c(c4)OCCO5)CC3)coc2c1	?	?	-11%	1%	-10%	-5%	?	1%	7%
O=C(COC(=O)C1(c2ccc(F)cc2)CCCC1)Nc1ncc(C(F)(F)F)cc1Cl	-11%	?	5%	3%	2%	-6%	0%	0%	0%
CCCCN(Cc1ccccc1)S(=O)(=O)c1c(N)n(C)c(=O)n(C)c1=O	17%	5%	-1%	4%	-4%	-7%	·	2%	·
Fc1ccc(NC(=S)N2CCCC2)cc1Cl	-16%	6%	?	-7%	23%	12%	-1%	-5%	-4%
c1ccc(COc2ccc(-c3cc4nc(NCc5ccc6c(c5)OCO6)ccn4n3)cc2)cc1	30%	?	?	-19%	0%	-1%	-3%	·	-24%
CCOc1ccc(-c2cc(C(=O)Nc3cccc(C(F)(F)F)c3)[nH]n2)c(C)c1	7%	?	-14%	0%	-18%	-3%	1%	·	0%
CN(Cc1ccon1)C(=O)c1ccc2nc(Cc3cccc(Cl)c3)oc2c1	11%	12%	-1%	0%	-7%	1%	-3%	2%	?
Cc1[nH][nH]c(=O)c1N=Nc1ccc(Cl)cc1	?	-17%	4%	-1%	?	22%	?	-2%	?
CCc1nnc(NC(=O)c2ccncc2)s1	-14%	6%	14%	19%	1%	2%	0%	·	19%
Cc1onc(-c2ccccc2)c1C(=O)N/N=C/c1ccccc1OC(C)C	22%	-29%	13%	11%	-11%	6%	19%	-12%	-9%

# Six structures from above, sorted by formula weight, lowest first:
Molecule	TDP-43 yeast inh	GLP-1R inv ag	HT1080 IDH1KD tx	HT1080-NT tox	HEK293 tox	GLP-1R agonist	KB-V1 MDR tox	SW480 rerep	KB-3-1 cytotox
CCc1nnc(NC(=O)c2ccncc2)s1	-14%	6%	14%	19%	1%	2%	0%	·	19%
Cc1cc(C(=O)NCC2CCCO2)n(-c2ccccc2)n1 (stereo not given)	0%	6%	-9%	-12%	4%	-7%	4%	-4%	-4%
Cc1ccc(-c2cc3ccccc3nc2N2CCCC2)cc1	1%	?	1%	-15%	2%	-15%	2%	-4%	-17%
Cc1ccc(NC(=O)c2cc3c(=O)[nH]c4ccccc4c3n2C)cc1F	6%	10%	·	·	-2%	14%	?	·	23%
Cc1cccc(NC(=O)c2cc3c(=O)n(Cc4cccnc4)ccc3nc2C)c1	7%	8%	·	·	2%	·	5%	·	-1%
c1ccc(COc2ccc(-c3cc4nc(NCc5ccc6c(c5)OCO6)ccn4n3)cc2)cc1	30%	?	?	-19%	0%	-1%	-3%	·	-24%

# (more compounds)
Molecule	TDP-43 yeast inh	GLP-1R inv ag	HT1080 IDH1KD tx	HT1080-NT tox	HEK293 tox	GLP-1R agonist	KB-V1 MDR tox	SW480 rerep	KB-3-1 cytotox
CC(C)(C)C(=O)NC(=S)Nc1ccc(C(F)(F)F)cc1	20%	?	3%	8%	-20%	-2%	0%	-6%	8%
COc1ccc(-c2cn3nc(N4CCC(C(=O)NCc5cccc(Cl)c5)CC4)sc3n2)cc1	2%	17%	·	·	-10%	·	-10%	·	-15%
CC12C(=O)N(c3nccs3)C(=O)C1C1C=CC2C1 (stereo not given)	-39%[inhibitor]	1%	6%	8%	-2%	-3%	4%	-6%	12%
CC(NC(=O)CCNC(=O)c1ccco1)c1ccc(F)cc1 (stereo not given)	14%	6%	-4%	4%	-13%	1%	22%	1%	-6%
O=C(CSc1ncccn1)N/N=C/c1ccc2c(c1)OCO2	-4%	25%	-17%	-2%	4%	3%	0%	-8%	7%
COc1ccc(CCNC(=O)CN2C(=O)c3ccccc3S2(=O)=O)cc1OC	19%	0%	-4%	-4%	-1%	-1%	2%	3%	6%
COc1ccc(Cn2nnnc2C(c2cccnc2)N2CCN(c3ccc(O)cc3)CC2)cc1 (stereo not given)	-5%	-17%	-9%	-5%	?	0%	-21%	-6%	20%
COc1ccc(N=c2oc3c(OC)cccc3cc2C(=O)NCc2ccco2)cc1OC	10%	0%	11%	0%	3%	0%	?	4%	-5%
O=C1OC(CO)CN1Cc1ccccc1 (stereo not given)	2%	27%	2%	7%	-6%	5%	?	-4%	-2%
O=C(O)CCC(=O)Nc1sc2c(c1C(=O)Nc1ccccc1)CCCCC2	4%&16%	3%&7%	?	21µM*	-4%&18%	1%	4%&0%	-3%	?
Cc1ccc(OCCNC(=O)C2CC(=O)N(Cc3ccccc3)C2)cc1 (stereo not given)	18%	9%	-2%	-1%	2%	0%	-30%	-1%	-10%
C=C[C@@]1(C)CCC(/C(C)=C/C=C/C(C)(C)O)C[C@@H]1C(=C)C (stereo not given in full)	13%	9%	8%	12%	-2%	-6%	19%	-37%[inhibitor]	0%
CCOc1cc(OCC)c(C(C)=O)cc1OCC	6%	16%	-5%	-1%	4%	34%	-15%	-25%	0%
Cc1cccc(NC(=O)c2ccc3c(c2)C(=O)N(Cc2cccnc2)C3=O)c1C	?	14%	4%	3%	-11%	-4%	·	0%	·
O=C(O)c1ccc(NS(=O)(=O)c2ccc3c(c2)C(=O)c2cc(S(=O)(=O)Nc4ccc(C(=O)O)cc4)ccc2-3)cc1	-7%[9.22 µM]	3%	19%	16%	-12%	0%	?	-35%[inhibitor]	18%
O=C(c1ccc(N2CCCC2=O)cc1)N1CCN(c2ccccc2F)CC1	?	-11%	27%	25%	-1%	-3%	-13%	-3%	-1%
CCC(C(=O)OCC(=O)Nc1ccc(C)c(S(=O)(=O)N2CCOCC2)c1)c1ccccc1 (stereo not given)	9%	?	0%	-5%	3%	10%	0%	16%	1%
O=C(C[n+]1cc(-c2ccc(Cl)cc2)n2c1CCC2)N1c2ccccc2Sc2ccccc21	12%	-34%	-11%	-4%	-14%	-1%	6%	-4%	-29%
